FECH inh – inhibitors of human ferrochelatase, primary screen, biochemical, purified FECH, Ni-mesoporphyrin absorbance; Ferrochelatase, mitochondrial (Homo sapiens), P22830; Ni-mesoporphyrin absorbance 550 nm; calls only at 10 µM (by protocol); hit rate 3.3% among 20,000; AID 1671448, 2021;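 active = enzyme reaction rate more than 3 SD below the solvent-only control wells on the same plate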;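 also: lower slope than DMSO wells means FECH inhibition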
Target sequence (P22830 whole entry, looked up): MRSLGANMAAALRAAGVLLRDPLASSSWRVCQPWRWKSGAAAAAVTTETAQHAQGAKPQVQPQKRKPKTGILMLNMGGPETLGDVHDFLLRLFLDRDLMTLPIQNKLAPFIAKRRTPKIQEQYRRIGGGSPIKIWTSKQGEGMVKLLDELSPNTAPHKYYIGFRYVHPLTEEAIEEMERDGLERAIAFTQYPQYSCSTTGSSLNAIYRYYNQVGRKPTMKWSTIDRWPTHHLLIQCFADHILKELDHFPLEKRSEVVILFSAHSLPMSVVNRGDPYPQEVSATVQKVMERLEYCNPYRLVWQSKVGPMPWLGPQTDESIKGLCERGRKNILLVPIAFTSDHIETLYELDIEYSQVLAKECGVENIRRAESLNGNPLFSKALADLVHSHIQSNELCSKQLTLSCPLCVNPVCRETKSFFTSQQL
Calls only; i = inactive; + = active, no number. These rows are one share of the data (hit frequency here may not be typical).

SMILES	FECH inh
CCc1c(C)nc2ncnn2c1Sc1ccc(NC(=O)C2CC2)cc1	i
CC(C)(C1NCCc2[nH]cnc21)N1CCCCC1 (stereo unspecified)	i
CCc1ccc2oc(=O)cc(CN3CCC(C(O)c4nccn4C)CC3)c2c1 (stereo unspecified)	i
Fc1c(CN2CCCC2)cccc1Oc1nccc2ccccc12	i
Cc1cc(C)c(S(=O)(=O)NCCn2c(C(F)(F)F)nc3cccnc32)c(C)c1	i
Cc1cc(C)n(CC2(CNc3nc(C4CCCC4)nc4c3CNC4)CC2)n1	i
Cc1ccc(S(=O)(=O)NCc2nc3cccnc3n2Cc2ccc(F)cc2)cc1Cl	i
NS(=O)(=O)c1ccc(NS(=O)(=O)c2ccc(-c3nnc(C4CCCC4)o3)s2)cc1	i
Cc1cccc(CN2CCCN(CC(=O)Nc3cc(C)cc(C)c3)S2(=O)=O)c1	+
CC(C)CCNC(=O)C1(C)Cn2c(nc3ccccc32)C(=O)N1Cc1ccccc1 (stereo unspecified)	i
CCc1cc(CN(C)Cc2ccc(C(C)=O)cc2)on1	i
CCc1ccc(NC(=O)Nc2ccc(Sc3c(CC)c(C)nc4ncnn34)cc2)cc1	i
COCc1noc(-c2ccc(-c3ccc(C(C)N4CCOCC4)cc3)nc2)n1 (stereo unspecified)	i
Cc1ccc(NC(=O)CSCc2nc(-c3ccccc3)no2)cc1	i
COc1ccc(C)cc1Nc1nc(SC)nc(-c2ccc(C)cc2)c1C#N	i
COc1ccc(-n2ccnc2-c2ccc(CO)o2)cc1OC	i
COCC(NC(=O)c1cc2n(n1)CCCN(C)C2)c1ccccn1 (stereo unspecified)	i
COc1ccc(-n2ccnc2-c2nccn2CCN(C)C)cc1	i
Cc1ccc(Nc2cc(C)nc(N3CCN(S(=O)(=O)c4ccc(C)c(C)c4)CC3)n2)cc1	i
COc1ccc(OC)c(S(=O)(=O)N2CCN(c3cc(-c4cccc(C)c4)ncn3)CC2)c1	i
NS(=O)(=O)c1ccc(CCNC(=O)Cc2csc(NC(=O)Nc3ccccc3)n2)cc1	i
CC(C)c1ccc(S(=O)(=O)NCCn2c(-c3ccc(F)cc3)nc3cccnc32)cc1	i
CC(NC(=O)CCN1CCCCCC1=O)c1ccc(O)c(F)c1 (stereo unspecified)	i
CCNc1ccnc(N2CCC(N3CCC(O)CC3)CC2)n1	i
COc1ccc(Cn2c(CNS(=O)(=O)Cc3ccccc3)nc3cccnc32)cc1	i

Of the compounds above, five contain a halogen.
SMILES	FECH inh
Fc1c(CN2CCCC2)cccc1Oc1nccc2ccccc12	i
Cc1cc(C)c(S(=O)(=O)NCCn2c(C(F)(F)F)nc3cccnc32)c(C)c1	i
Cc1ccc(S(=O)(=O)NCc2nc3cccnc3n2Cc2ccc(F)cc2)cc1Cl	i
CC(C)c1ccc(S(=O)(=O)NCCn2c(-c3ccc(F)cc3)nc3cccnc32)cc1	i
CC(NC(=O)CCN1CCCCCC1=O)c1ccc(O)c(F)c1 (stereo unspecified)	i

Back to the main list; the four compounds before the break are reprinted first.
SMILES	FECH inh
CC(C)c1ccc(S(=O)(=O)NCCn2c(-c3ccc(F)cc3)nc3cccnc32)cc1	i
CC(NC(=O)CCN1CCCCCC1=O)c1ccc(O)c(F)c1 (stereo unspecified)	i
CCNc1ccnc(N2CCC(N3CCC(O)CC3)CC2)n1	i
COc1ccc(Cn2c(CNS(=O)(=O)Cc3ccccc3)nc3cccnc32)cc1	i
CCN(CC)C(CNC1CCN(C)CC1)c1ccco1 (stereo unspecified)	i
CCc1cccc(NC(=O)Cn2c(=O)c3cnc(-c4ccccc4)nc3n(C)c2=O)c1	i
CCCNc1ncc(C2NC(=O)NC(C)=C2C(=O)N(C)C(C)C)cn1 (stereo unspecified)	i
NC(=O)[C@@H]1CCCN1C(=O)c1cc2n(n1)CCCN(Cc1ccccc1)C2	i
Cc1cc(C)n(C(C)CNC(=O)c2cc3n(n2)CCNC3)n1 (stereo unspecified)	i
CCOC(=O)N1CCC(NCCC(=O)N2CCCC(C)C2)CC1 (stereo unspecified)	i
NS(=O)(=O)c1ccc(CCNC(=O)C2CCN(c3cnccn3)CC2)cc1	i
COCC1CCCN(C(=O)c2ccc(-c3ccc(CCC(=O)O)cc3)nc2)C1 (stereo unspecified)	i
CCC(CC)n1nc(C)cc1NC(=O)C(OC)c1ccccc1 (stereo unspecified)	i
O=S(=O)(NCc1ccccc1)NCc1cccnc1	i
NS(=O)(=O)c1ccc(CCNC(=O)c2nc(S(=O)(=O)Cc3ccccc3)ncc2Cl)cc1	i
Cc1ccccc1-c1cc(N2CCN(C(=O)NCCc3ccccc3)CC2)ncn1	i
O=C(c1csc(S(=O)(=O)N2CCN(c3ccccc3)CC2)c1)N1CCCCC1	i
COc1cccc(C(=O)N(C)C(C)c2c(C)n[nH]c2C)c1OC (stereo unspecified)	i
Cc1cccc(-c2ncc(CNCCNC(=O)c3ccccc3Cl)cn2)c1	i
Cc1nc2nc(-c3ccccc3)nn2c(Sc2ccccc2NC(=O)c2ccc(C(F)(F)F)cc2)c1C	i
Cc1noc(C)c1NC(=O)c1cccc(CN(C)Cc2nccn2C)c1	i
CCC(=O)C(=O)NCC1CCCN(Cc2ccccn2)C1 (stereo unspecified)	i
CCCNC(=O)c1ccc(N2CCNC(C(=O)O)C2)nc1 (stereo unspecified)	i
CCCn1cnnc1CNC1CCN(c2cccc(C)c2C)CC1	i
COc1ccc(Cl)cc1C(=O)Nc1cccc(N2CCCS2(=O)=O)c1	i
Nc1nccc(N2CCC(N3CCCC(C(=O)N4CCOCC4)C3)CC2)n1 (stereo unspecified)	i
COc1ccc(C)cc1-c1n[nH]c(C2CC2)n1	i
Cc1cc(C)c2[nH]c(C)c(CC(=O)N3CCC4(CC3)NCCNC4=O)c2c1	i
Cc1ccccc1CN1CCN(CC(=O)Nc2cccc(Cl)c2C)S1(=O)=O	+

Next part (seven carried over from the part before).
SMILES	FECH inh
CCCNC(=O)c1ccc(N2CCNC(C(=O)O)C2)nc1 (stereo unspecified)	i
CCCn1cnnc1CNC1CCN(c2cccc(C)c2C)CC1	i
COc1ccc(Cl)cc1C(=O)Nc1cccc(N2CCCS2(=O)=O)c1	i
Nc1nccc(N2CCC(N3CCCC(C(=O)N4CCOCC4)C3)CC2)n1 (stereo unspecified)	i
COc1ccc(C)cc1-c1n[nH]c(C2CC2)n1	i
Cc1cc(C)c2[nH]c(C)c(CC(=O)N3CCC4(CC3)NCCNC4=O)c2c1	i
Cc1ccccc1CN1CCN(CC(=O)Nc2cccc(Cl)c2C)S1(=O)=O	+
CN(Cc1ccccc1)Cc1cc(=O)n2[nH]c(-c3ccc(C(C)(C)C)cc3)nc2n1	i
CSc1cccc(Nc2c(-c3ccc4c(c3)CCCC4)c(=O)c2=O)c1	i
COC(=O)CC1=CC(=O)N(CC(=O)Nc2cccc(F)c2)c2ccccc2N1	i
CCCc1cc(Sc2ccc(NC(=O)Nc3cccc(Br)c3)cc2)n2ncnc2n1	i
CCn1nc(C(C)C)cc1-c1n[nH]c(Cc2ccccc2)n1	i
O=C1CN(Cc2ccccc2)S(=O)(=O)c2ccccc2N1Cc1ccccc1F	+
COc1ccc(C(=O)Nc2ccc(Nc3nc(C)cc(N(C)C)n3)cc2)c(OC)c1	i
CCOc1ccc(C(=O)Nc2cc(C)nn2-c2ncnc3c2cnn3-c2cccc(Cl)c2)cc1	i
CC(C)Cc1cc(C(=O)NC(Cn2ccnc2)c2ccccc2)n(C)n1 (stereo unspecified)	i
NS(=O)(=O)c1ccc(CCNC(=O)c2ccc(-n3nnc4cccnc43)cc2)cc1	i
Cc1c(Cl)cccc1Nc1cc(C(C)C)nc2nc(-c3cccnc3)nn12	i
CCn1nc(C(C)C)cc1C(=O)NCC1CCCN(S(C)(=O)=O)C1 (stereo unspecified)	i
CC(C)Cn1c(CNS(=O)(=O)c2ccc(F)cc2)nc2cccnc21	i
CC(=O)Nc1ccc(NS(=O)(=O)c2cc(N3C(=O)CCS3(=O)=O)ccc2C)cc1	i
CCOc1ccc(S(=O)(=O)N2CCN(c3nc(C)cc(Nc4ccc(C)cc4)n3)CC2)cc1	i
Cc1ccc2[nH]c(CCC(=O)N3CCC4(CCCO4)CC3)nc2c1C	i
Cc1ccc(NS(=O)(=O)c2cc(C(=O)N3CCCCC3)cs2)cc1C	i
NS(=O)(=O)c1ccc(CCNC(=O)c2ccc(N3CCCS3(=O)=O)cc2)cc1	i
O=C(Nc1nc2n(n1)C(c1ccc(Cl)cc1)C=C(c1ccccc1)N2)c1cccc(Cl)c1 (stereo unspecified)	i
CC(CCNC(=O)C1CCN(c2ccc(-c3ccccc3)nn2)CC1)N1CCCC1 (stereo unspecified)	i
CC(C)C(=O)Nc1cccc(OCc2cc(=O)n3cc(Cl)ccc3n2)c1	i
CC(NC(=O)CCN1CCCCCCC1)c1nc(-c2ccccn2)no1 (stereo unspecified)	i
Cc1nc2nc(-c3ccccc3)nn2c(Sc2ccccc2NC(=O)c2ccccc2F)c1C	i
CN1C(=O)c2ccccc2Sc2cc(-c3noc(C4CCC4)n3)ccc21	i
Cc1nc(CC(=O)N2CCC(C(O)c3ccccn3)CC2)cs1 (stereo unspecified)	i

Following part:
SMILES	FECH inh
Cc1cccc(-n2c(CN3CCN(S(=O)(=O)c4cccc(Cl)c4C)CC3)nc3cccnc32)c1	i
CC(=O)NCC1=CCN(Cc2cc(=O)[nH]c(C)n2)CC1	i
Cc1ccc2cc(CN(C)Cc3nc(C)no3)c(N3CCOCC3)nc2c1	i
COc1ccc(S(=O)(=O)N2CCN(Cc3nc4cccnc4n3-c3ccccc3)CC2)cc1OC	+
O=c1cc(CN2CCCCC2)nc2nc(NCc3ccc(Cl)cc3)[nH]n12	i
COCc1ncc(CN2CCN(Cc3ncccc3C)CC2)cn1	i
CCOc1ccccc1-c1nc(Cn2c(=O)c3cnc(C)nc3n(C)c2=O)c(C)o1	i
Cc1ccsc1CN(C)C(=O)[C@@]12CC[C@@](C)(OC1=O)C2(C)C	i
Cc1c(C(=O)O)sc2ncnc(N3CCC(N4CCOCC4)C3)c12 (stereo unspecified)	i
N[C@@H](C(=O)NCCNc1cccnc1)c1ccccc1	i
COc1nc2ccccc2cc1-c1cc(C)cnc1-n1cnnc1	i
Cc1ccc(OCc2cc(=O)n3oc(C)cc3n2)c(NC(=O)c2ccc(F)cc2)c1	i
c1cc(C2CCCC2)nc(NC2CCOC2)n1 (stereo unspecified)	i
Cc1ccc(NC(=O)CN2C(=O)c3cccnc3Sc3ccccc32)cc1F	+
CCCCC(=O)NCc1nc2cccnc2n1CCOC	i
Cc1ccc(CN2CCN(CC(=O)Nc3ccc(C)c(C)c3)S2(=O)=O)cc1	i
Cc1cc(C)c(NC(=O)CCC(=O)NCC(C)n2cncn2)c(C)c1 (stereo unspecified)	i
CCc1ccccc1NC(=O)C(=O)N1CCN(C)C2(CCN(C)CC2)C1	i
COCC(=O)NCC1=CCCN(Cc2ccc3ccccc3n2)C1	i
CCCc1n[nH]c(=O)n1-c1ccc(OC)cc1C	i
O=c1cc(CN2CCOC(CCCc3ccccc3)C2)[nH]c(=O)[nH]1 (stereo unspecified)	i
COC(=O)c1cc2n(n1)CCCN(C(=O)c1ccccc1-n1cncn1)C2	i
CCCN1CC(NC(=O)c2ccc(-n3cnnc3)cc2)CC1=O (stereo unspecified)	i
COc1ccc(C)cc1-n1cnnc1Cn1nc(C)c(C)c1C	i
Cc1cc(NC(=O)Cc2ccc(F)cc2)n(-c2ncnc3c2cnn3-c2cccc(Cl)c2)n1	i

Remaining list, next part.
SMILES	FECH inh
CCC(CC)N(C)C(=O)c1cn(CC)c2c(F)c(F)c(F)cc2c1=O	i
CC(C)C(=O)NC1CC(=O)N(c2cccc(F)c2)C1 (stereo unspecified)	i
CCOc1ccc(Nc2nc(N3CCCC(C)C3)nc3c2cnn3-c2ccccc2)cc1 (stereo unspecified)	i
C=Cc1ccc(Cn2c(=O)c3cnc(-c4ccc(OC)cc4)nc3n(CC)c2=O)cc1	i
O=S(=O)(Nc1nc2n(n1)C(c1ccc(F)cc1)C=C(c1ccccc1)N2)c1ccccc1 (stereo unspecified)	i
COc1cccc(S(=O)(=O)N2CCN(Cc3nc4cccnc4n3-c3ccccc3)CC2)c1	i
Cc1cccc(-c2noc(CN(C)Cc3nnc(-c4ccc(C)n4C)o3)n2)c1	i
O=C(c1ccncn1)N1CCOc2c(O)cc(-c3nc4ccccc4s3)cc2C1	i
CSc1nc(Nc2ccccc2)c(C#N)c(-c2ccc(Cl)cc2)n1	i
Cc1ccc(NC(=O)CN2CCCN(Cc3cccc(C)c3)S2(=O)=O)cc1	+
Cc1ncc(-c2cnc3ccccc3c2)[nH]1	i
CN(C)C1CCN(Cc2ccc(C(=O)Nc3ccc4c(cnn4C)c3)cc2)C1 (stereo unspecified)	i
CCN(CC)C(=O)[C@@H]1C[C@H](N)CN1C(=O)c1cccc2nccnc12	i
Cc1cccc(-c2nc3nc(CN4CCCCC4)cc(=O)n3[nH]2)c1	i
Cc1cccc(-c2noc(CCc3nc(CCc4ccccc4)n[nH]3)n2)c1	i
COc1cc(NC(=O)NCCc2nc3cccnc3n2-c2ccccc2)cc(OC)c1OC	i
CCCCN(Cc1ccc(F)cc1)C(=O)c1ccn[nH]1	i
COc1cc(F)c(C(=O)NCc2ccon2)c(F)c1	i
c1cncc(-c2nc3c(c(NCCN4CCOCC4)n2)CCNC3)c1	i
Fc1ccc(Nc2nc(N3CCOCC3)nc3c2cnn3-c2ccccc2)cc1	i
Cc1ccc(N2C(=O)CCS2(=O)=O)cc1S(=O)(=O)Nc1ccccc1C(C)C	i
Cc1nc2nc(-c3ccccc3)nn2c(Sc2ccccc2NC(=O)C(C)(C)C)c1C	i
Cc1cc(C)cc(NS(=O)(=O)c2cc(N3C(=O)CCS3(=O)=O)ccc2C)c1	i
COc1ccc(Cl)cc1S(=O)(=O)NCCn1c(-c2ccc(C)cc2)nc2cccnc21	+
Cc1c(NCc2cccnc2)cccc1C(=O)N(C)C(C)c1ccncn1 (stereo unspecified)	i
COc1cccc(S(=O)(=O)N2CCN(Cc3nc4cccnc4n3-c3cccc(C)c3)CC2)c1	i
Cc1cc(NC(=O)COc2ccccc2C)n(-c2ncnc3c2cnn3-c2cccc(C)c2C)n1	i
